# JMJD2A Tudor: qHTS Assay for Inhibitors of JMJD2A-Tudor Domain | Lysine-specific demethylase 4A (Homo sapiens), O75164 | AlphaScreen JMJD2A-Tudor / H3K4me3 peptide binding | Potency, µM (doses to about 114 µM), for the others: at the top dose activity change, negative = inhibition, most hits filed as inhibitors | 390,000 tested, 4.4% active; also: potency is read from the fitted curve at half-maximal effect; % is scaled to controls: 0 for no effect and ±100 for the full control effect; nearly all actives have a fitted effect of over 50% in size
# HP1b binding inh: HTS for Inhibitors of HP1-beta Chromodomain Interactions with Methylated Histone Tails; AlphaScreen HP1-beta / biotin-H3K9me3 peptide binding; Potency, µM (titrated, usually from 114 µM), inactives show at the top dose activity change, negative = inhibition, most hits filed as inhibitors; Chromobox protein homolog 1 (Homo sapiens), P83916; 390,000 tested, 0.56% active; AID 540317, 2011; also: potency is read from the fitted curve at half-maximal effect; nearly all actives have a fitted effect of over 70% in size; inactives centre near 23
#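 Compound inhibition of the preformed complex between 50 nM HP1-beta and 50 nM biotinylated H3K9me3 peptide was read by AlphaScreen. Buffer was PBS pH 7.4 with 0.01% Tween-20. Incubations ran 30 min at room temperature, with 10 ug/mL donor/acceptor beads.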
# PI4K2A block: qHTS for small molecular inhibitors of PI4K2A; purified PI4K2A, ADP-Glo luminescence, 1 h; hits give low values; activity change, negative = inhibition, % at 76.9 µM; 420,000 tested, 0.13% active; in the data active = activity change below about -50%; inconclusive = mostly about -30% to -49%;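 also: -100% = wells without enzyme as full effect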
# Target sequence (Q9BTU6 whole entry, looked up): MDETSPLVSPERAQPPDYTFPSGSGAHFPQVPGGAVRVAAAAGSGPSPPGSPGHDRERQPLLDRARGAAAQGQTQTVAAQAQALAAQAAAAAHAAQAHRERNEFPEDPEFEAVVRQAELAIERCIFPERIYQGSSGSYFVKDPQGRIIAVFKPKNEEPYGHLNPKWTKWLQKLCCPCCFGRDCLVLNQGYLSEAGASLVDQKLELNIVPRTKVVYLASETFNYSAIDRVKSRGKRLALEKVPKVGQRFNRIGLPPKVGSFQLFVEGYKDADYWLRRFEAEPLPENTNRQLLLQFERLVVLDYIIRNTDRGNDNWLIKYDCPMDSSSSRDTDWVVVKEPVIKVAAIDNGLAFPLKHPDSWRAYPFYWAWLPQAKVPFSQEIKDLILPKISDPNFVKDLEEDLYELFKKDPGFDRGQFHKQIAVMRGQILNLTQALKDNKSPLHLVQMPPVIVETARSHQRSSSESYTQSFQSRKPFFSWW
#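 ADP-Glo luminescence measured ADP generated by PI4K2A enzyme (4 ug/mL before mixing) with 1.2 mM PI substrate (pre-mix) and 300 microM ATP (pre-mix). Tris pH7.5 buffer with MgCl2, Triton X-100; 1 h reaction at ambient temperature.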
# PGK inhibitor: qHTS Assay to Find Inhibitors of Phosphoglycerate Kinase | Phosphoglycerate kinase, glycosomal (Trypanosoma brucei brucei), P07378 | PGK/GAPDH coupled, Kinase-Glo luminescence, 60 min | Potency, µM (doses to about 57.5 µM), without a hit: at the highest dose activity change, negative = inhibition, usual class: inhibitors | 380,000 tested, 0.043% active | AID 602233, 2012; also: potency is read from the fitted curve at half-maximal effect; % is scaled to controls: 0 for no effect and ±100 for the full control effect; nearly all actives have a fitted effect of over 60% in size
#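 Recombinant glycosomal PGK reaction used 1,3-bisphosphoglycerate generated in-well by GAPDH (100nM final) in 100mM TEA pH 7.6, 5mM MgCl2, 0.01% Tween-20. After 60 minutes at room temperature, ATP was read by Kinase-Glo Plus luminescence end-point.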
# Pin1 inhibitor: qHTS Assay to Find Inhibitors of Pin1; Potency, µM (highest dose often 115 µM), inactives show at the top dose activity, negative = inhibition, most hits filed as inhibitors; 390,000 tested, 0.009% active; Pin1 FP peptide displacement, HiFluor488, 10 min; AID 504891, 2011; Peptidyl-prolyl cis-trans isomerase NIMA-interacting 1 (Homo sapiens), Q13526; active = well fitted inhibition curve with a large enough effect in the polarisation, with a control signal flat, not every such curve was filed as active; inconclusive = small, poorly fitted or top-dose-only effect, or effect the other way, or a change in a side signal; inactive = no such curve, though single readings can be large or run the other way; the % refers to the polarisation; also: potency is read from the fitted curve at half-maximal effect; % is scaled to controls: 0 for no effect and ±100 for the full control effect
# Target sequence (Q13526 whole entry, looked up): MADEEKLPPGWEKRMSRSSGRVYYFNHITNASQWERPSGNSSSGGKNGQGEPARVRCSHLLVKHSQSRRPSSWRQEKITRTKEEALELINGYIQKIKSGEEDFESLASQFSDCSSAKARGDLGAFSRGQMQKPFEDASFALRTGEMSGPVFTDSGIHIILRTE
# GLS inh: qHTS for Inhibitors of Glutaminase (GLS); GLS enzymatic activity, qHTS titration; Potency, µM (doses to about 45.5 µM), without a hit: at the top dose activity change, negative = inhibition, hits mostly inhibitors; Glutaminase kidney isoform, mitochondrial (Homo sapiens), O94925; 410,000 tested, 0.21% active; also: potency is read from the fitted curve at half-maximal effect; % is scaled to controls: 0 for no effect and ±100 for the full control effect
#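 Two-point fluorescence kinetic (t0, 30 min RT) for hKGA; glutamate detected via glutamate oxidase–HRP–Amplex Red. Substrate: 1 mM L-glutamine solution; buffer 45 mM KH2PO4, pH 8.2.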
# G9a inh: qHTS Assay for Inhibitors of Histone Lysine Methyltransferase G9a; Histone-lysine N-methyltransferase EHMT2 (Homo sapiens), Q96KQ7; 350,000 tested, 8.8% active; G9a H3K9 monomethylation, AlphaScreen, 2 h; Potency, µM (highest dose often 102 µM), for the others: top-dose activity, negative = inhibition, usual class: inhibitors; also: potency is read from the fitted curve at half-maximal effect; % is scaled to controls: 0 for no effect and ±100 for the full control effect; nearly all actives have a fitted effect of over 75% in size
# Target sequence (Q96KQ7 913-1193 limits assumed): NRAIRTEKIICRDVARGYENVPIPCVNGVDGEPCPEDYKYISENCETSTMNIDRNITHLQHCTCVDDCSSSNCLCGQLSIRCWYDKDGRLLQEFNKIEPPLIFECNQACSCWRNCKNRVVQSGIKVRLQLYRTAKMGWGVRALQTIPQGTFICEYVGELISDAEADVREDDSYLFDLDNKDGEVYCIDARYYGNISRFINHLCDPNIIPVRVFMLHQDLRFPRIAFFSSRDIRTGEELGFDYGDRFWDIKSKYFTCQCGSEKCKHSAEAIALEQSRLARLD
#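 Signal arises when biotinylated H3K9 peptide, once monomethylated, bridges streptavidin donor and antibody-captured acceptor beads. Enzyme at 20 nM was preincubated 15 min with test compounds; peptide 500 nM and SAM 20 uM then reacted for 2 h.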
# BAZ2B block: qHTS Assay for Inhibitors of BAZ2B. Bromodomain adjacent to zinc finger domain protein 2B (Homo sapiens), Q9UIF8. AlphaScreen BAZ2B-H3K14Ac peptide displacement. Potency, µM (highest dose often 114 µM), without a hit: top-dose activity change, negative = inhibition, hits mostly inhibitors. 360,000 tested, 4.4% active; also: potency is read from the fitted curve at half-maximal effect; % is scaled to controls: 0 for no effect and ±100 for the full control effect; nearly all actives have a fitted effect of over 60% in size
#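 Complex of BAZ2B and biotin-H3K14Ac (50 nM apiece) forms over 30 min at RT, then faces library compounds up to 110 uM for another 30 min; AlphaScreen beads added, 20 min dark incubation, luminescence read.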
# Pol eta inh: qHTS for Inhibitors of Polymerase Eta; Potency, µM (titrated, usually from 114 µM), for inactives: top-dose activity change, negative = inhibition, actives largely listed as inhibitors; 390,000 tested, 1.2% active; recombinant Pol eta, fluorescent DNA replication assay; DNA polymerase eta (Homo sapiens), Q9Y253; also: potency is read from the fitted curve at half-maximal effect; % is scaled to controls: 0 for no effect and ±100 for the full control effect
#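 Pol eta (10 nM) was preincubated with compounds for 15 min at room temperature, after which fluorescent replication substrate (50 nM final) was added to start the reaction. Fluorescence was read kinetically at 0 and 10 min.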
# The depositor's hits bear a star; i = inactive; ? = inconclusive; / = not tested or not shown; & = joins results of further samples; [ ] = another dose, or the depositor's remark. Unless noted, calls follow the shape of the dose curve; as a rule, active = well fitted curve in the direction sought with a large enough effect; inconclusive = small, poorly fitted or top-dose-only effect, or another doubt; inactive = no such curve, though single readings can be large; an effect the other way counts as inactive or inconclusive. This is a subset (hit frequency here may not be typical).
molecule,G9a inh,Pol eta inh,PGK inhibitor,JMJD2A Tudor,PI4K2A block,Pin1 inhibitor,GLS inh,HP1b binding inh,BAZ2B block
CCOc1ccc(Nc2ncnc3c2cnn3-c2ccccc2)cc1,?,-12%,i,-14%,2,-9%,0%,48%[activator],-2%
Cc1ccc(CN2CCC(Oc3ccc(C(=O)NCc4ccccn4)cc3)CC2)o1,26%,-20%,-4%,2%,3,3%,-4%,26%,6%
O=c1c2c(n3nnnc3n1Cc1ccccc1)-c1ccccc1CC21CCCC1,-96%,9%,i,-12%,-1,-9%,8%,45%[activator],1%
CCCCNC(=O)c1onc(CSc2cccc(OCC)c2)c1C(=O)O,2%[59 µM],-2%,-1%,-2%,6,-1%,6%,46%[activator],-6%
Cc1ccc(CSCCNC(=O)CSc2ccccc2)cc1,4%,-19%,i,-2%,3,1%,6%,53%[activator],1%
Cc1ccc2c(CC(=O)N(Cc3cccc(Cl)c3)C3CCS(=O)(=O)C3)coc2c1 (centres undefined),-4%[59 µM],-19%,-3%,-11%,0,13%,8%,20%,-22%
Cc1ccc(S(=O)(=O)N2CCC(C(=O)OCC(=O)N3CCCC3=O)CC2)cc1C,-38%,-18%,5%,5%,-3,0%,5%,21%,1%
COc1cc(OC)c2c(c1)C(=O)c1cc(OC)cc(OC)c1C2=O,/,-13%,3%,-15%,0,2%,-12%,8%,-4%
CCc1nnc(NS(=O)(=O)c2ccc(N3C(=O)c4ccc(C(=O)O)cc4C3=O)cc2)s1,?,-22%,-4%,-4%,-4,3%,-26%,26%,?
CC(=O)Nc1ccc(Oc2nc(-c3cccnc3)nc3sc4c(c23)CCCC4)cc1,/,-22%,-1%,-1%,5,2%,19%,35%,/
CC(C)CN(C(=O)COC(=O)CNC(=O)c1ccccc1)c1c(N)n(Cc2ccccc2)c(=O)[nH]c1=O,?,-9%,-10%,1%,1,0%,-8%,31%,-22%
COC(=O)Cn1ncn2c(cc3oc(C)cc32)c1=O,?,-15%,7%,5%,0,7%,13%,41%[activator],6%
COc1cc(/C=N/NC(=O)c2cccs2)ccc1OCc1ccccc1,19%,11%,i,9%,-3,-6%,/,12%,-1%
CCC(Sc1nc2ccncc2[nH]1)C(=O)Nc1cc(Cl)ccc1C (centres undefined),?,-6%&-14%,-9%&3%,-10%&-6%,1&-1,-5%&-4%,-3%&5%,44%&41%[activator],-32%&-1%
COc1cccc(NC(=O)c2sc3nc(N4CCOCC4)c4c(c3c2N)CC(C)(C)OC4)c1,-4%[59 µM],4%,-6%,-8%,1,?,0%,37%,0%
COc1ccc(CNC(=O)c2ccc(NS(=O)(=O)c3ccc4[nH]c(=O)[nH]c4c3)cc2)cc1OC,20%[12.7 µM],-11%,-9%,8%,2,0%,-4%,40%[activator],?
O=C(NC(=S)Nc1ccc2cn[nH]c2c1)c1ccccc1,45µM*,-9%,i,-8%,7,-1%,1%,18%,-2%
CN(Cc1ccc(Cl)cc1)C(=O)c1ccc2ccccc2n1,-7%,5%,2%,1%,2,2%,-18%,41%[activator],4%
CCCOC(=O)c1[nH]c2c(c1C)C(=O)CC(c1ccc(OC)c(OC)c1)C2 (centres undefined),-6%,-17%,-1%,-19%,-2,1%,0%,6%,0%
COc1ccc(/C=N\NC(=O)c2ccccc2F)cc1COc1ccc(F)cc1,/,-6%,0%,-10%,-4,5%,2%,39%[activator],6%
Fc1ccccc1C(NCCc1ccc(Cl)cc1)c1nnc(-c2ccccc2)o1 (centres undefined),91%[activator][59 µM],-16%,2%,51%[activator],-1,12%,9%,78%[activator],26%
COc1ccc(S(=O)Cc2ccc(C(=O)NCc3cccc(OC)c3)o2)cc1 (centres undefined),?,8%,i,-2%,-3,-8%,-3%,37%,-11%
CCN(CC)S(=O)(=O)c1cc(NC(=S)NC(=O)C2CCCC2)ccc1C,/,-18%,-7%,-10%,-2,6%,10%,16%,/
Cc1ccc(S(=O)(=O)Nc2ccc3ccccc3c2[N+](=O)[O-])cc1,/,5%,0%,-30%,1,-15%,2%,-11%[57 µM],/
COc1ccc(N(CC(=O)NCCSCc2cccc(Cl)c2)S(C)(=O)=O)cc1Cl,12%[0.501 µM],-7%,-2%,-28%,0,1%,5%,-1%,-4%

# Sorted by SMILES length (descending): some entries from above
molecule,G9a inh,Pol eta inh,PGK inhibitor,JMJD2A Tudor,PI4K2A block,Pin1 inhibitor,GLS inh,HP1b binding inh,BAZ2B block
CC(=O)Nc1ccc(Oc2nc(-c3cccnc3)nc3sc4c(c23)CCCC4)cc1,/,-22%,-1%,-1%,5,2%,19%,35%,/
O=c1c2c(n3nnnc3n1Cc1ccccc1)-c1ccccc1CC21CCCC1,-96%,9%,i,-12%,-1,-9%,8%,45%[activator],1%
COC(=O)Cn1ncn2c(cc3oc(C)cc32)c1=O,?,-15%,7%,5%,0,7%,13%,41%[activator],6%

# Remaining list, next part:
molecule,G9a inh,Pol eta inh,PGK inhibitor,JMJD2A Tudor,PI4K2A block,Pin1 inhibitor,GLS inh,HP1b binding inh,BAZ2B block
O=C(C[C@H]1C/C=C\C[C@H](NC(=O)OCC2c3ccccc3-c3ccccc32)C(=O)O[C@@H](c2ccccc2)CNC1=O)NCCO,/,-9%,-1%,-25%,-7,7%,-1%,30%,/
Cc1nn(-c2ccccn2)c2c1-c1nc(N)ncc1CC2,?,-1%,3%,-14%,-5,1%,11%,20%,1%
CN(C)S(=O)(=O)c1ccc(Cl)c(NC(=O)COC(=O)CN2C(=O)C3CCCCC3C2=O)c1 (centres undefined),-3%,-4%,1%,-11%,-9,3%,0%,32%,-11%
Cc1ccc(C)c(NC(=S)N2CCCCC2CO)c1 (centres undefined),-9%,-16%,-8%,9%,4,5%,-3%,40%[activator],-15%
O=C(NC(=S)NN1CCOCC1)c1cc(Br)ccc1Cl,/,-9%,-2%,-12%,1,-11%,20%,-8%,/
CN(C)/C=C(/C(=O)c1ccc(Cl)cc1Cl)S(=O)(=O)c1ccccc1,/,-16%,-1%,-31%,-1,-3%,6%,2%,-6%
O=C(COC(=O)C12CC3CC(CC(Cl)(C3)C1)C2)Nc1ccccc1,/,-25%,7%,16%,1,?,-6%,61%[activator],/
Cc1ccc(S(=O)(=O)Nc2c(C)n(C)n(-c3ccccc3)c2=O)cc1,-29%&11%,-19%&-1%,-4%,-5%&-9%,4&-5,0%&-2%,-11%&11%,12%&18%,-10%
CC(C)Oc1ccc(C(=O)Nc2ccc(N3CCCCC3)cc2)cc1,16%[59 µM],-6%,-6%,-10%,-7,-10%,12%,22%,2%
O=C(COC(=O)c1ccc(Cl)c(S(=O)(=O)N2CCCC2)c1)NC1CCCCC1,1%,-6%,-2%,?,2,-5%,0%,-23%,/
CC(=O)c1cccc(NC(=O)C2CCCCC2)c1,-4%[59 µM],3%,-2%,-9%,0,0%,-18%,-6%,16%
Clc1ccc(C=NN2CCCCCC2)c(Cl)c1,/,-5%,7%,?,5,1%,7%,5%,/
CC(CNC(=O)Cn1ccc2cc(S(=O)(=O)N3CCCC3)ccc21)c1ccccc1 (centres undefined),-6%,-11%,-10%,-6%,0,-9%,-10%,36%,-14%
CC1(NC(=O)Nc2cc([N+](=O)[O-])ccc2O)CCS(=O)(=O)C1 (centres undefined),-10%[2.33 µM],-20%,-7%,6%,-1,-3%,18%,18%,-5%
O=C(C1COc2ccccc2O1)N1CCN(c2ccc([N+](=O)[O-])cc2)CC1 (centres undefined),/,?,-3%,?,8,4%,23%,-18%,/
CCN(CC(=O)Nc1ccc2c(c1)OCCO2)Cc1cc(=O)oc2cc(C)c(C)cc12,?,-8%,-2%,-10%,6,-2%,3%,20%,-5%
COc1ccc(C(=O)Nc2ccc(Cl)cc2F)cc1S(=O)(=O)N1CCCC1,23%[2.33 µM],-7%,i,-30%,7,-5%,-3%,25%,4%
O=C(CCN1CCN(c2ccccc2)CC1)N/N=C/c1ccc([N+](=O)[O-])o1,-39%,?,-3%,-31%,1,?,3%,6%,?
O=C(C1CC(=O)N(c2ccc3c(c2)OCCO3)C1)N1CCN(c2ccccc2)CC1 (centres undefined),?,-28%,-1%,?,-4,3%,55%[activator],-17%,50µM*
COc1cc(-c2c(-c3ccc4c(c3)OCO4)noc2C)ccc1F,73%[activator],-12%,-5%,58%[activator],-5,1%,0%,172%[activator],15%
Cc1ccc2sc(NC(=O)CN3C(=O)c4ccccc4C3=O)nc2c1C,-1%,-10%,0%,-6%,0,-1%,2%,38%[activator],-6%
CC(C(=O)Nc1ccc2c(c1)OCO2)c1ccc([N+](=O)[O-])cc1 (centres undefined),?,-8%,2%,-33%,-1,-1%,24%,-9%,6%
COc1cc(NC(=O)COC(=O)CNC(=O)C23CC4CC(CC(C4)C2)C3)cc(OC)c1,-10%[59 µM],-8%,5%,-9%,0,10%,0%,16%,?
CC(C)(C)NC(=O)Cn1c(SCC(N)=O)nc2ccccc21,-7%[0.0925 µM],4%,-2%,20µM*,5,-3%,-3%,-9%,8%
CCC(=O)N1CCc2cc(Br)cc(S(=O)(=O)N3CCCC(C(=O)Nc4cccc(C)c4C)C3)c21 (centres undefined),-22%[59 µM],-10%,1%,0%,3,38%[activator],2%,17%,-2%

# Screens (PubChem)
